# PME-1 primary – PME-1 (human) inhibition; inhibition, % at 5.9 µM; 320,000 compounds, 0.53% hits; recombinant PME-1, FP-Rh probe fluorescence polarization; Q9Y570; AID 2130;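 active = inhibition above the campaign mean of all compounds plus 3 SD, cut at about 26% in these data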;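 also: competitive labeling of PME-1 active site by serine hydrolase directed probe; 0% = PME-1 with DMSO and 100% = wells lacking PME-1 enzyme; inhibitors block probe labeling so polarization falls and inhibition rises; many of its hits are not listed in these tables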
# Target sequence (Q9Y570 whole entry, looked up): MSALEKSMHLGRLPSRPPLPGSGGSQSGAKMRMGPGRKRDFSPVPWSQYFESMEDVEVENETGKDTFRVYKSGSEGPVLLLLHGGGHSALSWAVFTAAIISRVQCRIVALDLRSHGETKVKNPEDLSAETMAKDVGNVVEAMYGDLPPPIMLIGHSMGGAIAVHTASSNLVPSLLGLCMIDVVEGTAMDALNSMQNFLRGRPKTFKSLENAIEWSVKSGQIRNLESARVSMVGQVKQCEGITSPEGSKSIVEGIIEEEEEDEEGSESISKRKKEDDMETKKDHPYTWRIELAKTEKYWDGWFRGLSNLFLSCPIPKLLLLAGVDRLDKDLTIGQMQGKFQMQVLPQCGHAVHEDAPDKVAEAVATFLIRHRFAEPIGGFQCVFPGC
# MEX-5 binding – C. elegans MEX-5 TCR-2 RNA binding activity | MEX-5/FITC-TCR2 RNA binding, fluorescence polarization; active compounds read low | activity score (negative = inhibition of binding), % at 10 µM | AID 1832 | 300,000 compounds, 0.38% hits | Q9XUB2;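 active = inhibition past about -25% in most replicates, and total fluorescence under double the plate's negative control median, limit read from the data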;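 also: 0% = DMSO and -100% = 5 µM competing unlabeled TCR2 RNA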
# PAFAH1B2 FP inh – blocks human PAF acetylhydrolase 1b catalytic subunit 2 | P68402 | recombinant PAFAH1B2, FP-rhodamine activity probe, fluorescence polarization | inhibition, % at 3.39 µM | 340,000 compounds, 1.2% hits | AID 492953;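 active = inhibition above the mean of all tested compounds plus 3 SD, cut at about 24% in these data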;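 also: 0% = enzyme with DMSO and 100% = wells lacking PAFAH1B2; many of its hits are not listed in these tables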
# Target sequence (P68402 whole entry, looked up): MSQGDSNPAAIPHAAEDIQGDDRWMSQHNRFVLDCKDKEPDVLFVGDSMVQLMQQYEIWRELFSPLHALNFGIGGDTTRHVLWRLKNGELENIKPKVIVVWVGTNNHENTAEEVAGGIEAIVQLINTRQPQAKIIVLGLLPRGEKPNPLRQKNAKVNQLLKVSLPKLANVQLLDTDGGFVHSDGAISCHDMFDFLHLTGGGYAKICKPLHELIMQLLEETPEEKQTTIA
# MCL1 BIM primary – disrupts human MCL1 binding to BIM-BH3 peptide. 320,000 compounds, 0.68% hits. Q07820. inhibition, % at 10.9 µM. GST-MCL1 / FITC-Bim-BH3 fluorescence polarization;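 active = inhibition above the mean inhibition of all tested compounds plus 3 SD, set per campaign, cut at about 40% in these data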;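 also: 0% = DMSO wells and 100% = unlabeled Bim-BH3 peptide control; higher means more loss of mP so more displacement of Bim peptide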
# Target sequence (Q07820 whole entry, looked up): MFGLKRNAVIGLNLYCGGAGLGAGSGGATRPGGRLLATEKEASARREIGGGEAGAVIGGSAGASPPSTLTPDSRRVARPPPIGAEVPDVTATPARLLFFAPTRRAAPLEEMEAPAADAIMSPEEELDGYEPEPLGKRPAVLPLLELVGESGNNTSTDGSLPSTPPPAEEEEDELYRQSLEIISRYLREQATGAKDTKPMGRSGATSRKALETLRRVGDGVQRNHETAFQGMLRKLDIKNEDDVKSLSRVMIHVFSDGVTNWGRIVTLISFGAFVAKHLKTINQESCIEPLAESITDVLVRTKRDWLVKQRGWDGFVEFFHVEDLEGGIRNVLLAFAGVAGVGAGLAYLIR
# GLD-1 TGE inh – GLD-1-TGE RNA interaction inhibition (C. elegans) | 320,000 compounds, 0.44% hits | inhibition, % at 5.96 µM | Q17339 | purified GLD-1 + fluorescein TGE RNA, fluorescence polarization;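 active = percent inhibition above a per-plate cutoff, the plate mean of test compounds plus 3 SD, cut at about 30% in these data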;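 also: 0% = DMSO wells with GLD-1 and probe and 100% = wells lacking GLD-1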
# AHR activator – activators of human aryl hydrocarbon receptor; 320,000 compounds, 2.5% hits; AID 2796; activation, % at 5 µM; AHR-responsive luciferase reporter cells, luminescence; P35869; in the data active = activation above about 47%;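 also: 0% = vehicle wells and 100% = reference agonist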
# Bcl-xL primary – inhibitors of human Bcl-xL | 320,000 compounds, 0.7% hits | Q07817 | GST-Bcl-xL / FITC-Bim BH3 peptide fluorescence polarization | inhibition, % at 10.9 µM;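 active = inhibition above the mean of all tested compounds plus 3 SD, cutoff set per campaign, cut at about 30% in these data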;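 also: 0% = DMSO wells and 100% = unlabeled Bim-BH3 peptide competitor; inhibitors lower millipolarization by displacing the labeled peptide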
# pPAFAH inh – inhibitors of human plasma PAF acetylhydrolase (pPAFAH) | 330,000 compounds, 1.5% hits | recombinant pPAFAH, FP-rhodamine probe fluorescence polarization | inhibition, % at 3.39 µM | AID 463082 | Q13093;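 active = inhibition above the mean inhibition across the screen plus 3 SD, cut at about 25% in these data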;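 also: inhibitors block binding of the rhodamine activity-based probe so polarization drops; 0% = enzyme with DMSO and 100% = wells lacking pPAFAH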
# Fam108B counter – counter-screen for RBBP9 inhibitors: inhibitors of mouse Fam108B; recombinant Fam108B, FP-Rh probe fluorescence polarization; inhibition, % at 9.51 µM; 300,000 compounds, 0.33% hits; AID 1947;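 active = inhibition above the screen mean inhibition plus 3 SD, computed separately per campaign, cut at about 18% in these data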;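 also: inhibitors lower polarization as less probe binds the enzyme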
# * marks the source's active call; other numbers are inactive results; . = not tested or not shown. This is a subset. The share of hits here may be higher or lower than overall.
SMILES,PME-1 primary,MEX-5 binding,PAFAH1B2 FP inh,MCL1 BIM primary,GLD-1 TGE inh,AHR activator,Bcl-xL primary,pPAFAH inh,Fam108B counter
CC(C)C(=O)NC(=S)Nc1ccccc1N1CCN(C(=O)c2ccc(Cl)cc2)CC1,2,-2.1,2,12,7,-2,13,1,-5
O=C(CCN1CCCCCC1)Nc1ccc(F)cc1,3,1.3,-5,3,0,3,4,-4,0
Cc1ccc(/C=C/C(=O)Nc2nc3ccccc3[nH]2)cc1,-6,-0.6,5,4,4,13,5,0,-8
CCc1nc(OCCN(C)C)c2oc3ccccc3c2n1,7,-2.5,-3,-1,1,10,4,-3,0
COc1ccc(N2CCN(C(c3cccs3)c3nnnn3C3CCCC3)CC2)cc1 (stereo not given),-3,3.4,4,-6,2,-1,-1,1,4
CCC(C)NC(=O)c1cn(CC)c2ccc(S(=O)(=O)N3CCCCC3)cc2c1=O (stereo not given),-5,-1.9,2,8,3,3,9,7,1
O=C(c1nc(-c2ccccc2)n(-c2ccccc2)n1)N1CCCCCC1,11,0.8,8,6,10,0,3,-2,1
Cc1ccc(C2(C)NC(=O)N(CC(=O)N3CCc4ccccc43)C2=O)cc1 (stereo not given),.,.,3,.,0,2,.,-4,.
CCOc1ccc(S(=O)(=O)N2CCC(C(=O)N3CCN(C)CC3)CC2)cc1Cl,-4,2.0,-6,-1,0,1,1,-1,-4
CC(=O)Oc1oc(-c2ccccc2)nc1/C=N/c1ccccn1,8,2.7,4,3,7,3,4,6,0
COc1ccccc1NC(=O)c1c[nH]c2ccccc12,-11,-0.6,8,5,-4,61*,1,-3,1
COC(=O)c1cccc(NC(=O)c2ccc3c(c2)C(=O)N(Cc2cccnc2)C3=O)c1C,2,3.0,2,12,3,-2,2,2,3
O=C(NC1=NCCS1)c1csc2ccccc12,-2,.,3,11,7,16,6,-3,2
O=C(CN1C(=O)S/C(=C\c2cc(Cl)c(O)c(Cl)c2)C1=O)Nc1ccccc1,23,5.5,1,-72,-31,2,-49,25*,23*
Cc1ccc(C)c(Nc2c(F)c(F)c(F)c(F)c2C(=O)O)c1,-2,-0.3,-3,5,-1,-1,4,8,-1
COCc1[nH][nH]c(=O)c1C=Nc1ccccc1,3,-4.8,5,6,6,3,2,6,-2
CCCc1c(C(=O)N/N=C/c2ccc(C)s2)nnn1-c1nonc1N,8,-2.1,-1,-5,-2,2,4,0,-5
Fc1cccc(Cl)c1/C=N/Nc1ccccn1,-1,2.2,0,-4,-2,42,2,4,6
Cc1ccc(C)c(NC(=O)C(Sc2nnc(-c3cccs3)o2)c2ccccc2)c1 (stereo not given),-1,.,5,0,11,8,-2,4,0
Cc1ccccc1-c1cc(C(=O)NCC2CC2)n(CC2CC(c3cccnc3)=NO2)n1 (stereo not given),1,.,-1,0,1,-2,0,0,.

# Rewritten tab-delimited: entries from further up
canonical_smiles	PME-1 primary	MEX-5 binding	PAFAH1B2 FP inh	MCL1 BIM primary	GLD-1 TGE inh	AHR activator	Bcl-xL primary	pPAFAH inh	Fam108B counter
O=C(NC1=NCCS1)c1csc2ccccc12	-2	.	3	11	7	16	6	-3	2
Fc1cccc(Cl)c1/C=N/Nc1ccccn1	-1	2.2	0	-4	-2	42	2	4	6

# (more compounds)
SMILES,PME-1 primary,MEX-5 binding,PAFAH1B2 FP inh,MCL1 BIM primary,GLD-1 TGE inh,AHR activator,Bcl-xL primary,pPAFAH inh,Fam108B counter
COc1ccc(Cc2n[nH]c(=S)o2)cc1,-5,-1.3,5,-32,1,-1,-38,-1,-1
O=c1[nH]c(CSc2nnc(-c3ccccc3)n2-c2ccccc2)nc2ccccc12,4,2.7,3,-1,2,-1,-2,1,4
Cc1ccc2cc(CN(c3ccccc3)S(=O)(=O)c3ccccc3)c(=O)[nH]c2c1,-2,0.3,6,7,9,11,3,3,-3
CCCCOc1ccc(N=Cc2ccc[nH]2)cc1,-1,-0.2,1,3,-10,0,3,6,-1
Cc1nc2sc(C(c3cccs3)N3CCN(Cc4ccccc4)CC3)c(O)n2n1 (stereo not given),8,1.2,0,6,4,0,0,-5,1
O=C(O)CCNC(=O)c1ccc(NC(=O)C(c2ccccc2)c2ccccc2)cc1,-5,-1.4,3,1,-1,1,3,7,-3
Nc1ncnc2nc(SCCC(=O)O)[nH]c12,-5,2.9,3,35,3,1,5,8,-2
Cc1c(C2Nc3ccccc3C(=O)N2O)cnn1C (stereo not given),1,0.8,3,-6,2,36,2,6,1
CCCCC(=O)NC(c1ccco1)c1cc(Cl)c2cccnc2c1O (stereo not given),-5,-0.7,4,19,-4,10,15,29*,3
N/C(=N\O)C1COc2ccccc2O1 (stereo not given),3,3.2,-1,7,6,3,9,-1,2
COc1ccccc1-c1ccc(/C=N/O)o1,3,-1.9,.,0,3,-2,2,4,-1
Cc1nc2sc(C(c3ccc(F)cc3)N3CCOCC3)c(O)n2n1 (stereo not given),-2,1.9,4,2,6,-1,0,-1,0
CC(C(=O)Nc1ccccc1-c1ccccc1)N1CCN(C(=O)c2ccccc2)CC1 (stereo not given),-3,0.6,5,5,0,2,2,0,-5
COc1cc(S(=O)(=O)N2CCOCC2)ccc1NC(=O)COC(=O)C12CC3CC(CC(C3)C1)C2,-1,0.1,1,7,0,-1,2,2,-1
COCCNC(=O)CCCn1c(=O)c2ccccc2n(Cc2ccccc2C#N)c1=O,0,-0.2,1,5,7,2,5,3,1
Cc1cc(SCC(=O)OC/C(O)=C(\C#N)c2nc3ccccc3[nH]2)c(C)cc1Br,-11,-2.4,0,-20,-14,5,-11,4,-9
COc1ccc(C(=O)OCc2cc3cccc(C)c3[nH]c2=O)cc1,-3,0.2,4,3,-2,1,6,-4,2
CC(C)NC(=O)c1ccccc1NC(=O)CS(=O)(=O)Cc1ccccc1,-4,2.2,7,0,10,-3,0,-3,4
COc1cccc(C(=O)NCC(=O)NNc2ncnc(N)c2[N+](=O)[O-])c1,-1,-32*,0,-3,6,4,-2,1,1
CCOC(=O)c1cnc(SC)nc1Sc1ccccc1Cl,-3,-2.6,6,-8,1,2,4,5,1
O=C(NCC(c1cccs1)N1CCOCC1)c1ccc(Br)o1 (stereo not given),-6,-1.8,-2,4,-4,8,8,3,-4
COc1ccc(/C=C/C(=O)O)cc1S(=O)(=O)NC1CCS(=O)(=O)C1 (stereo not given),0,1.4,-2,-3,1,-2,5,4,2
CC(C)(CNC(=O)CO/N=C1/C=C2CCC3C(C(O)C[C@@]4(C)C3CC[C@]4(O)C(=O)CO)[C@@]2(C)CC1)C(O)C(=O)O (stereo not given in full),5,0.3,1,-4,3,3,1,-4,3
COCCOC(=O)C1=C(C)NC(=O)NC1c1cccc2ccccc12 (stereo not given),-6,-0.1,0,9,-1,5,-1,-10,-5
Clc1cccc(NCc2nnc(SCc3ccccc3)o2)c1,-5,-0.1,8,1,7,5,3,1,-1
CCCCOC(=O)c1ccc(OC(=O)c2cccnc2)cc1,-3,-1.2,-3,11,9,3,4,0,0
CCN(CC)/C(Sc1ccccc1)=C(/C(Cl)=C(Cl)Cl)[N+](=O)[O-],2,-0.9,-1,2,-2,-1,8,5,2
O=C(NCCc1nnc2ccc(N3CCCCCC3)nn12)c1ccccc1,0,-0.4,1,7,0,-7,3,1,1
O=C(COC(=O)CNS(=O)(=O)c1ccc(Br)cc1Cl)NC1CC1,3,-0.1,9,3,0,-1,0,4,0
Cc1ccc(C(=O)OCC(=O)Nc2ccccc2)cc1S(=O)(=O)N1CCCCC1,3,.,5,8,3,-1,5,14,.
CCCCCn1c(CNC(=O)CC)nc2ccccc21,3,1.2,4,6,-2,0,1,0,2
O=C1/C(=C/c2ccc(F)cc2)SC(=S)N1CCCC(=O)N1CCCCC1CCO (stereo not given),6,2.9,12,6,-14,-1,6,-4,1
CCN1CCN(c2ccc(S(=O)(=O)N3CCOCC3)cc2NC(=O)c2cccc([N+](=O)[O-])c2)CC1,.,.,5,.,2,-1,.,6,.
CCOc1cc(/C=N/NC(=O)c2nnn(-c3nonc3N)c2C)ccc1OCc1ccc(F)cc1,5,0.0,1,2,4,0,2,6,-2
CCN(CC)S(=O)(=O)c1ccc(NC(=O)c2nc3nc(C)cc(C)n3n2)cc1,-1,2.1,.,-1,1,3,-3,3,-1
CCOC(=O)C1CCN(c2c(Nc3cc(C)cc(C)c3)c(=O)c2=O)CC1,-5,2.8,2,-9,0,4,2,11,4
CCC(C)N1CCN(S(=O)(=O)Cc2ccccc2)CC1 (stereo not given),2,0.0,4,2,3,-3,0,-1,-3
O=C(COC(=O)c1ccccc1F)NC(=O)NC1CCCC1,2,.,1,-8,3,0,4,10,.
S=C1NCCOCCNC(=S)NCCOCCOCCN1,0,0.2,-3,4,1,-1,0,26*,-4
O=[N+]([O-])c1ccc(CNC2CCCc3ccccc32)cc1 (stereo not given),4,-0.4,2,-8,2,-4,-1,1,1
FC(F)(F)c1ccccc1NC(=S)Nc1cccc(Cl)c1,-1,-3.6,-1,3,1,-1,2,1,4
O=C1c2ccccc2C(=O)N1c1cc([N+](=O)[O-])ccn1,0,0.9,3,3,6,-1,6,4,4
Clc1ccc(OCCCn2ccnc2)c(Br)c1,2,-2.8,2,8,0,10,5,3,4
COCC1CCN(C(=O)c2cc(COc3ccc(-n4cncn4)cc3)on2)CC1,-1,0.9,-4,2,-4,-3,2,6,1
Cc1cccc([C@@H]2[C@@H]3C(=O)N(Cc4ccccc4)C(=O)[C@@H]3[C@]3(Cc4ccccc4)C(=O)N(c4ccc(C(F)(F)F)cc4)C(=O)N23)c1,-2,-1.1,0,-5,-4,4,0,1,-2
O=C(CCCc1ccccc1)NCc1ccc(Cl)cc1,-3,2.2,1,0,-2,-1,-8,12,3
CCC(=O)N1CCC2(CC1)Oc1ccc(F)cc1C(=O)C21CC(c2cccnc2)=NO1 (stereo not given),4,-2.8,5,0,0,-1,3,7,1
Cc1nc2c(-c3ccccc3)c[nH]n2c(=O)c1Cc1ccccc1,-5,-0.4,7,4,-1,7,2,-7,2
CCc1ccccc1NC(=O)/C(C#N)=C/c1ccc(Sc2ccccc2)o1,-5,-2.6,0,-16,-16,-5,-9,4,-10
COC(=O)c1cn(C(=O)c2ccc(F)cc2)c2ccccc12,-2,1.4,-1,5,5,-2,5,1,-1
Cc1c(CC(=O)N[C@@H](C)C(=O)O)c(=O)oc2cc3occ(-c4ccccc4)c3cc12,-1,1.0,2,11,2,-1,15,7,1
Clc1ccc(SCc2cc(N3CCOCC3)nc(-c3ccccn3)n2)cc1,3,-0.4,8,3,4,-2,1,2,1
CC1(C)CC(=O)c2sc(NS(=O)(=O)c3ccccc3)nc2C1,-3,-0.5,8,-5,-8,0,1,6,0
Nc1ccc2oc(-c3cccc4ccccc34)nc2c1,11,0.1,3,-3,-5,53*,-3,10,1
CCOC(=O)c1c(C)[nH]c(C(=O)COC(=O)CNC(=O)c2ccc(Cl)cc2Cl)c1C,-3,-0.3,6,-2,3,2,0,3,-2
COc1cc2c(cc1O)[C@@H]1Cc3cc(O)c(OC)cc3[C@H](C2)N1C,3,-3.0,-4,-10,-5,0,-1,1,-3

# Part of the list above, with two lines to a compound:
# Below each compound – PME-1 primary	MEX-5 binding	PAFAH1B2 FP inh	MCL1 BIM primary	GLD-1 TGE inh	AHR activator	Bcl-xL primary	pPAFAH inh	Fam108B counter
Cc1c(CC(=O)N[C@@H](C)C(=O)O)c(=O)oc2cc3occ(-c4ccccc4)c3cc12
    -1	1.0	2	11	2	-1	15	7	1
Clc1ccc(SCc2cc(N3CCOCC3)nc(-c3ccccn3)n2)cc1
    3	-0.4	8	3	4	-2	1	2	1
